aSyn rescue: qHTS of alpha-syn Inhibitors. Potency, µM (doses to about 46.1 µM), for inactives: top-dose growth rescue (activation), most hits filed as activators. Yeast expressing alpha-synuclein, growth rescue, BacTiter-Glo, 24 h. AID 652106, 2013. actives 0.14% (n = 370,000); also: potency is read from the fitted curve at half-maximal effect; % of control where 0% means no effect; nearly all actives have a fitted effect of over 65% in size
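Screening used galactose-induced yeast with toxic alpha-synuclein levels, exposed to compound for 24 hr at 30 deg C. Cell growth, read with BacTiter-Glo luminescence, gave the measured signal.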
HEK293 tox: qHTS of GLP-1 Receptor Inverse Agonists: Cytotox Screen | Potency, µM (series often up to 38.3 µM), for the others: at the top dose activity change, negative = inhibition, most hits filed as inhibitors | HEK293 cAMP-luciferase reporter cells, luminescence, 24 h | actives 0.13% (n = 410,000) | AID 624418, 2012;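 also: loss of luciferase light is scored as toxicity; potency is read from the fitted curve at half-maximal effect; % is scaled to controls: 0 for no effect and ±100 for the full control effect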
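Cells in DMEM/10% Nu serum/1% pen-strep, 1536-well format. Pre-incubated 12 h, dosed with 23 nL compound, incubated a further 24 h. Luciferase detection, 12 min at room temp, luminescence.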
MmCpn inh: Inhibitors of TCP-1 ring complex (TRiC) of Methanococcus maripaludis (MmCpn): qHTS | Chaperonin Mm-Cpn (Methanococcus maripaludis) | purified Mm-Cpn ATPase, ADP Transcreener TR-FRET | Potency, µM (top dose mostly 76.9 µM), inactives show top-dose activity, negative = inhibition, hits mostly inhibitors | actives 0.031% (n = 330,000); also: potency is read from the fitted curve at half-maximal effect; % is scaled to controls: 0 for no effect and ±100 for the full control effect; nearly all actives have a fitted effect of over 80% in size
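Measured: ADP formation by purified Mm-CPN. Conditions: 25 nM protein, 10 uM ATP, Tris pH 7.4 with Mg2+, K+ and DTT, 37°C for 30 min. Detection: Transcreener HTRF after 30 min at room temperature.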
pAkt inh: HTS Assay for Inhibitors of Akt Phophorylation: Primary Screen. AID 651550, 2012. Neuro2A IGF-stimulated pAkt S473 HTRF, 20 min; stronger effect = lower value. activity change, % for hits at 50 µM. actives 0.32% (n = 360,000); in the data active = activity change below about -80%; inconclusive = mostly about -51% to -80%; also: % is scaled to controls: 0 for no effect and ±100 for the full control effect
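Neuro2A cells (4,500/well, DMEM with 0.5% FBS) were treated with compound at a single 50 µM final concentration, stimulated with 6 nM IGF for 20 min at 37 °C, and lysed. Phospho-Akt Ser473 was read by HTRF as 665/615 ratio ×10^4.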
PTHR1 agonist: qHTS for PTHR1 Agonists: Primary Screen; actives 0.075% (n = 410,000); Potency, µM (series often up to 115 µM), for the others: top-dose activation, hits mostly activators; HEK293 GP2 PTHR1 cells, GloSensor cAMP luminescence, 1 h; Parathyroid hormone/parathyroid hormone-related peptide receptor (Homo sapiens), Q03431; also: potency is read from the fitted curve at half-maximal effect; nearly all actives have a fitted effect of over 55% in size; some results filed as inactive show a strong effect at the top dose; inactives centre near -15; many of its hits are not listed in these tables
Target sequence (Q03431 whole entry, looked up): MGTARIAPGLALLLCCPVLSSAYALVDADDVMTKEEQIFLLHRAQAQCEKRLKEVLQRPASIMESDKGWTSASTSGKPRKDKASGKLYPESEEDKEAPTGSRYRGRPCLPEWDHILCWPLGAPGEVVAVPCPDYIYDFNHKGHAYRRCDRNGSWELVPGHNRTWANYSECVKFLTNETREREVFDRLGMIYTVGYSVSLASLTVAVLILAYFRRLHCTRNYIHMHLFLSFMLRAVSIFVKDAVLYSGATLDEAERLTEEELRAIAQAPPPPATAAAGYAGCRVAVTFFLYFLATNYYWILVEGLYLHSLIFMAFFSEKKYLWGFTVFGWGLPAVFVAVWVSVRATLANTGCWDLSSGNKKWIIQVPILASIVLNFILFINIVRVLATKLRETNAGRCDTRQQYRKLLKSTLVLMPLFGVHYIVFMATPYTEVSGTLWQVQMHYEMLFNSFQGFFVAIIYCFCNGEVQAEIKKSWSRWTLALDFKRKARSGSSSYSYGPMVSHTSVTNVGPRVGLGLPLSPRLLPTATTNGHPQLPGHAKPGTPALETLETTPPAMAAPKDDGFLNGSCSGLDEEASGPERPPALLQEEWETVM
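HEK-293-derived GP2 cells expressing PTHR1 and a GloSensor cAMP reporter, 3,000/well, plated overnight, given luciferin plus IBMX (each 0.5 mM as added) for 1 h at 37 °C, then compound for 1 h at 37 °C. Luminescence was read after 15 min at room temperature.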
FUS suppressor: qHTS for Suppressors of FUS Proteinopathy: Primary screen using FUS-linked yeast assay; Potency, µM (series often up to 76.6 µM), inactives show at the top dose growth rescue (activation), hits mostly activators; S. cerevisiae FUS-expressing, growth rescue, OD600, 24 h; actives 0.24% (n = 390,000);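 also: potency is read from the fitted curve at half-maximal effect; plate controls were DMSO vehicle for no effect and reference control for full effect; nearly all actives have a fitted effect of over 55% in size; some results filed as inactive show a strong effect at the top dose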
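Read-out: OD at 600 nm after 24hr at 30C, reporting rescue of FUS-induced yeast toxicity. Cells at OD 0.005 in galactose (2%) minimal medium; compounds tested in a dilution series; CP55940 titration from 92uM final as control.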
Abeta rescue: qHTS for compounds that reverse cellular toxicity of Amyloid beta (A-beta) peptide in yeast: Primary Screen; yeast expressing A-beta42, growth rescue, OD600, 48 h; response scale: 0% DMSO, 100% iron-clioquinol control; Potency, µM (top dose mostly 46.1 µM), for inactives: at the highest dose growth rescue, hits mostly activators; actives 0.063% (n = 410,000); also: potency is read from the fitted curve at half-maximal effect; nearly all actives have a fitted effect of over 55% in size
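Growth rescue measured by 600 nm absorbance after 48 h yeast culture at 30 C with compound. Values normalized between DMSO and an equimolar ferric chloride plus clioquinol control.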
GLP-1R inv ag: qHTS of GLP-1 Receptor Inverse Agonists (Inhibition Mode). Glucagon-like peptide 1 receptor (Homo sapiens), P43220. HEK293 GLP-1R CRE-luciferase, luminescence, 24 h; GLP-1R form is constitutively active. Potency, µM (doses to about 38.3 µM), without a hit: at the highest dose activity change, negative = inhibition, hits mostly inhibitors. actives 1.6% (n = 410,000). AID 624417, 2012; also: potency is read from the fitted curve at half-maximal effect; % is scaled to controls: 0 for no effect and ±100 for the full control effect; nearly all actives have a fitted effect of over 55% in size
Target sequence (P43220 whole entry, looked up): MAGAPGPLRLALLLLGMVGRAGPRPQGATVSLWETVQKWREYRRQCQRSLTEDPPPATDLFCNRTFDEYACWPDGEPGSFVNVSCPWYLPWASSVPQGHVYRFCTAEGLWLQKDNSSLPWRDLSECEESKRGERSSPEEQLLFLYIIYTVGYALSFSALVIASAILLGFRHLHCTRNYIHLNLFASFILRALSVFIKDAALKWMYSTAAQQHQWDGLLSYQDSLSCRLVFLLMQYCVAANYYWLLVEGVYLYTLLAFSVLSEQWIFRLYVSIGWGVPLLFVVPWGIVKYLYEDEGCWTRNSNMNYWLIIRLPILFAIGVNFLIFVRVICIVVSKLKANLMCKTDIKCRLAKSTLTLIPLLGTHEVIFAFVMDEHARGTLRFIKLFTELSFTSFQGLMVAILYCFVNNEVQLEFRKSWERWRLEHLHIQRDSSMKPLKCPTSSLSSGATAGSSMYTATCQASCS
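Cells are plated, allowed 12 hours at 37 deg C, then treated with compounds for 24 hr before luciferase detection reagent is added and luminescence is read after 12 min at room temperature. The HEK293 line carries constitutively active GLP-1R with a cAMP-responsive reporter.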
TDP43 rescue: qHTS of TDP-43 Inhibitors; TDP-43 expressing yeast growth rescue, BacTiter-Glo, 24 h; Potency, µM (doses to about 46.1 µM), for the others: top-dose growth rescue (activation), most hits filed as activators; actives 1.8% (n = 410,000); AID 652104, 2013; also: potency is read from the fitted curve at half-maximal effect; % of control where 0% means no effect; nearly all actives have a fitted effect of over 50% in size
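Galactose-induced TDP-43 yeast, OD600=0.02, compound pinned; 24 hr, 30 deg C; BacTiter-Glo luminescence for growth. Inhibitors of TDP-43 toxicity read as activators.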
Numbers without * were called inactive; i = inactive; ? = inconclusive; nt = not tested or not shown; & = joins results of further samples; [ ] = dose if it differs, or a comment. Unless noted, calls follow the shape of the dose curve; as a rule, active = well fitted curve in the direction sought with a large enough effect; inconclusive = small, poorly fitted or top-dose-only effect, or another doubt; inactive = no such curve, though single readings can be large; an effect the other way counts as inactive or inconclusive. A portion of the library; count on the stated rates, not on these rows.

SMILES	aSyn rescue	HEK293 tox	MmCpn inh	pAkt inh	PTHR1 agonist	FUS suppressor	Abeta rescue	GLP-1R inv ag	TDP43 rescue
COc1cc(OC)c(S(=O)(=O)Nc2ccccc2N2CCOCC2)cc1NC(C)=O	-2%	0%	-8%	i	-16%	26%	5%	22%	-11%[0.397 µM]
COc1ccc(NS(=O)(=O)c2cccc(C(=O)NCC3CCCO3)c2)cc1 (stereo not drawn)	-6%	-7%	1%	i	-19%	0%	-4%	-1%	-5%
O=C(NCCCC1CCCC1)C1CCC(=O)N(Cc2ccccc2F)C1 (stereo not drawn)	9%	6%	nt	i	-11%	nt	4%	-29%	22%
CC(C)c1cc(-c2n[nH]c(=S)n2Cc2ccccc2)cs1	2%	-2%	0%	i	-21%	-3%	8%	2%	-16%
N#Cc1ccc(C23OCCN2CCn2nc4ccccc4c23)cc1 (stereo not drawn)	0%	11%	-3%	i	4%	-2%	1%	11%	17%
COCCn1c(C)cc(C(=O)COC(=O)c2ccc(Cl)c(S(N)(=O)=O)c2)c1C	-4%	1%	-2%	i	-41%[inhibitor]	nt	-1%	?	0%
S=C(NCc1ccncc1)NC1CCCC1	-3%	4%[7.66 µM]	-1%	i	i	2%	-4%	-2%[7.66 µM]	12%[9.22 µM]
CC(=O)Nc1cc(C(=O)NCCN2CCN(Cc3ccccc3)CC2)ccc1Sc1ccc(C)cc1	3%	17%	-5%	i	-4%	23%	-4%	-25%	-7%
COc1cccc(/C=N/NC(=O)c2ccc(-n3cnnn3)cc2)c1	1%	-19%	-2%	i	i	11%	3%	-17%	-5%
COc1cc(C(=O)OCC(=O)NC(=O)NCc2ccccc2)ccc1OC(F)F	0%	0%	1%	i	-7%	nt	-18%	13%	-20%

Nothing new here: 4 of the compounds above.
SMILES	aSyn rescue	HEK293 tox	MmCpn inh	pAkt inh	PTHR1 agonist	FUS suppressor	Abeta rescue	GLP-1R inv ag	TDP43 rescue
COc1cc(OC)c(S(=O)(=O)Nc2ccccc2N2CCOCC2)cc1NC(C)=O	-2%	0%	-8%	i	-16%	26%	5%	22%	-11%[0.397 µM]
COc1ccc(NS(=O)(=O)c2cccc(C(=O)NCC3CCCO3)c2)cc1 (stereo not drawn)	-6%	-7%	1%	i	-19%	0%	-4%	-1%	-5%
O=C(NCCCC1CCCC1)C1CCC(=O)N(Cc2ccccc2F)C1 (stereo not drawn)	9%	6%	nt	i	-11%	nt	4%	-29%	22%
CC(C)c1cc(-c2n[nH]c(=S)n2Cc2ccccc2)cs1	2%	-2%	0%	i	-21%	-3%	8%	2%	-16%

Other records.
SMILES	aSyn rescue	HEK293 tox	MmCpn inh	pAkt inh	PTHR1 agonist	FUS suppressor	Abeta rescue	GLP-1R inv ag	TDP43 rescue
COc1ccc(N2CCCn3c2nc2c3c(=O)n(Cc3ccccc3F)c(=O)n2C)c(OC)c1	4%	-9%	-2%	i	i	22%	18%	?	12%
O=C(Cc1ccccc1)c1c[nH]c(C(=O)O)c1	-1%	2%	-1%	i	-13%	0%	-1%	5%	-12%
COc1ccc(OC)c(CCNC(=O)C2CCN(c3ncnc4c3nc3n4CCCCC3)CC2)c1	-3%	-6%&8%	-2%	i	-10%&-6%	-5%&2%	-16%&-18%	2%&-10%	-3%&17%
NCCCC[C@@H](C(=O)N1CCNCC1)n1cc([C@@H](N)CC(N)=O)nn1	-6%	19%	-14%	i	i	-30%	3%	4%	8%
C=CCOC(=O)C1=C(C)N=C2SCCC(=O)N2C1/C=C/c1ccccc1OC (stereo not drawn)	20%	-12%	2%	i	-8%	?	-9%	?	7%
CC(C)CC1NC(=O)N(CC(=O)N(C)C2CCCCC2)C1=O (stereo not drawn)	0%	-13%	-16%	i	-41%[inhibitor]	0%	-1%	7%	16%
CCCCn1c(N)c(N(CCC(C)C)C(=O)c2ccc3ccccc3c2)c(=O)[nH]c1=O	-11%	-8%	0%	i	i	-3%	-13%	0%	5%
COC1=CC(=O)OC(c2ccc(C#N)cc2)C1 (stereo not drawn)	26%	2%	nt	i	3%	-6%	-3%	-1%	25%
CCOC(=O)c1cnn(-c2ccccc2)c1-n1cccc1C(=O)C(=O)N(CC)CC	-6%	-13%	2%	i	i	4%	-4%	4%	3%
COc1ccc(CN2CN(S(=O)(=O)c3ccccc3)c3nc4ccccc4nc32)cc1	1%	0%	-1%	i	-8%	1%	15%	-2%	-6%
Cc1ccc(Sc2ccc(C(=O)NC(C)C)cc2[N+](=O)[O-])cc1	-5%	-10%	1%	i	-9%	-1%	-7%	2%	-1%
Cc1ccc(C(=O)N2CCCC(Nc3ccc(C)c(C)c3)C2)c(=O)[nH]1 (stereo not drawn)	-4%	1%	nt	i	-3%	29%	8%	8%	-7%
Cc1ccc(C)c(N2CCN(c3ccc4cc(S(=O)(=O)N5CCC(C)CC5)ccc4n3)CC2)c1	nt	-5%	nt	nt	-22%	-4%	-2%	21%	5%
CC(C)Cc1ccc(/C(=N/O)C(=O)O)s1	-1%	12%	-2%	i	i	-5%	19%	7%	4%
COC(=O)c1ccc2nc(NC(=O)COC(=O)CSc3nc(C)cc(C)n3)sc2c1	-1%	-6%	-7%	i	i	1%	1%	16%	3%
O=C(c1cccs1)N1CCN(S(=O)(=O)c2cccs2)CC1	-9%	3%	-3%	i	-66%[inhibitor]	24%	-19%	1%	-3%
COc1ccc(CC(=O)Nc2cc(S(=O)(=O)N3CCOCC3)ccc2N2CCOCC2)cc1OC	-18%	5%	nt	i	-6%	17%	-11%	5%	1%
O=C(O)CN(c1ccccn1)S(=O)(=O)c1ccc(Cl)cc1	-5%	-3%	1%	i	0%[57.5 µM]	12%	-4%	40%[activator]	-17%
NC1=NC(=O)/C(=C/c2cccc(F)c2)S1	-2%	7%	-3%	i	-29%	-25%	-2%	-9%	12%
O=C(Nc1ccccc1N1CCOCC1)c1ccc2ccccc2c1	0%	5%	-5%	i	-21%	30%	-26%	?	?
O=c1c2ccccc2[nH]c(=S)n1CCCN1CCOCC1	2%	2%	0%	i	-1%	-12%	26%	3%	4%
c1ccc2[nH]c(NCc3ccc4c(c3)OCO4)nc2c1	-10%	-16%	0%	i	-10%	11%	5%	-21%	-17%
Cc1ccc(CN2CCNC(=O)C2CC(=O)NCCCn2ncc3ccccc32)o1 (stereo not drawn)	-2%	6%	1%	i	?	30%	6%	1%	-8%
CC1(C(=O)NS(=O)(=O)C2CC2)CCCN(C(=O)c2cc3ccccc3s2)C1 (stereo not drawn)	1%	-2%	nt	i	-5%	1%	9%	-19%	8%
NS(=O)(=O)c1ccc(Sc2ccccn2)c([N+](=O)[O-])c1	1%	2%	0%	i	i	-5%	-13%	18%	-16%
CN1C(=O)CC(N2CCN(Cc3ccc(Cl)cc3)CC2)C1=O (stereo not drawn)	-6%	1%	-3%	i	-2%[57.5 µM]	12%	9%	12%	-6%
CS(=O)(=O)N(CC(=O)N1CCN(c2ccccc2F)CC1)C1CCCCC1	14%	19%	0%	i	i	29%	1%	29%	-15%
COc1ccc(C2C(C(=O)NCCN(C)C)c3cc(OC)c(OC)cc3C(=O)N2C)cc1OC (stereo not drawn)	-6%	2%	-2%	i	i	5%	-11%	9%	-6%
O=C(NCCO)c1ccc2c3n(nc2c1)-c1ccc(Cl)cc1CO3	-2%	-6%	0%	i	-33%[inhibitor]	0%	3%	7%	0%
COC(=O)c1ccc(CSc2ncnc3c2nnn3-c2ccc(F)cc2)o1	-10%	-5%	-13%	i	i	3%	2%	3%	-3%
CCOC(=O)Nc1ccc2c(CN3CCN(S(=O)(=O)c4ccccc4F)CC3)cc(=O)oc2c1	17%	-6%	-19%	i	-31%[inhibitor]	30%	10%	-10%	15%
CCOc1cc2[nH]c(=O)n(CCC(=O)NCc3ccc(OC)cc3)c(=O)c2cc1OCC	nt	2%	-8%	nt	-28%	15%	0%	4%	-1%
O=C(c1ccccc1F)N1CCN(c2ccc([N+](=O)[O-])c(NCc3cccnc3)c2)CC1	1%	?	1%	i	-10%	21%	-3%	42%[activator]	-8%
Cc1ccc(S(=O)(=O)N2[C@@H](c3ccccc3)C(C(=O)O)=CC[C@H]2c2ccc3c(c2)OCO3)cc1	-2%	-28%	2%	i	4%	3%	-3%	-7%	-18%
COc1cc(/C=C(\CC(=O)O)c2nc3ccccc3s2)ccc1OCC(=O)Nc1ccccc1F	13%	-4%	nt	i	-10%	nt	3%	0%	13%
CC1CCc2sc(C(=O)OCC(=O)NCc3ccc(F)cc3)cc2C1 (stereo not drawn)	9%	-25%	?	i	-24%	-5%	13%	0%	-8%
COc1ccc(CCNC(=O)CSc2nc3[nH]ncc3c(=O)n2-c2ccccc2Br)cc1OC	-1%	2%	-3%	i	i	-6%	1%	6%	12%
O=C(O)CCCC(=O)NCc1c(Cl)cccc1Sc1ccc(Cl)cc1	1%	44%	-1%	i	i	5%	10%	18%	0%
O=C(C[n+]1cc(Br)cc2ccccc21)c1ccc(Br)cc1	10%	-10%	-2%	i	-19%	?	8%	4%	-22%[1.82 µM]
Cc1ccc(CN2C(=O)C(F)(F)Oc3ccccc32)cc1	1%	-10%	nt	i	-12%	-23%	?	-21%	9%
